GoLoco inh red: blocks human Gai1 binding to RGS12 GoLoco peptide, red readout; P63096; 230,000 compounds, 0.44% hits; Potency, µM (doses to about 61.6 µM), for inactives: top-dose activity, negative = inhibition, actives largely listed as inhibitors; Gai1:RGS12 GoLoco peptide FP, rhodamine, 10 min; active = well fitted inhibition curve with a large enough effect, not every such curve was filed as active; inactive = no such curve, though single readings can be large or run the other way; also: nearly all actives have a fitted effect of over 30% in size; many of its hits are not listed in these tables
TRb SRC2 PPI: TRbeta-SRC2 interaction inhibition; P10828; TRbeta-SRC2 peptide binding, fluorescence polarization; receptor liganded with 1 µM T3; Potency, µM (highest dose often 106 µM), for inactives: at the top dose activity change, negative = inhibition, hits mostly inhibitors; 280,000 compounds, 0.065% hits; AID 1469;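 also: plate controls were bound peptide for no effect and peptide without receptor for full effect; nearly all actives have a fitted effect of over 50% in size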
Target sequence (P10828 whole entry, looked up): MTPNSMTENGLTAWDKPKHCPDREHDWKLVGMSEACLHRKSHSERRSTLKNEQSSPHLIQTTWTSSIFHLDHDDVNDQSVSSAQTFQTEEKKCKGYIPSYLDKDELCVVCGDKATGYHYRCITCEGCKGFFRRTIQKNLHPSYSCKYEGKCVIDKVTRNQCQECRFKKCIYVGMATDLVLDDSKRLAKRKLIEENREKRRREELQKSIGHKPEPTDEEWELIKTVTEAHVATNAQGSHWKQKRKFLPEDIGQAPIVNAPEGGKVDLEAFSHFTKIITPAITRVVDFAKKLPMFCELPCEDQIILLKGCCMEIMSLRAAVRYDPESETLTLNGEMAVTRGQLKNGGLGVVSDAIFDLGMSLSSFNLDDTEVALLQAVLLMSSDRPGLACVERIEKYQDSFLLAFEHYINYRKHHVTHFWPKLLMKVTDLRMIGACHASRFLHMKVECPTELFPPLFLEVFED
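TRb LBD 0.6 uM + Texas Red SRC2 peptide 20 nM, 1 uM T3, Tris buffer w/ 5% DMSO; compound pinned, 5 h RT; FP read ex 555/em 632; normalized to unbound and bound controls.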
Tau fibril ThT: inhibitors of human tau fibril formation, thioflavin T binding. P10636. recombinant tau K18 P301L (four-repeat tau fragment), heparin-induced fibrillization, ThT fluorescence. Potency, µM (series often up to 57.4 µM), for inactives: top-dose activity, negative = inhibition, hits mostly inhibitors. 270,000 compounds, 2.1% hits. AID 1460; also: nearly all actives have a fitted effect of over 55% in size
Target sequence (P10636 561-689 P618L limits assumed): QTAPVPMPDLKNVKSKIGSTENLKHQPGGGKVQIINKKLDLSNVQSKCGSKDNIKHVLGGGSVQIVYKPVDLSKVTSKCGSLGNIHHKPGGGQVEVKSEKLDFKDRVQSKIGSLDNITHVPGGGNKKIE
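K18 P301L tau (15 uM + 0.24 uM Alexa 594-tagged), heparin 20 uM, NaOAc pH 7, 6 h 37 C; ThT 30 uM, 1 h RT, ex 450/em 510 nm.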
Tau FP inhib: blocks human tau fibril formation measured by polarization | P10636 | K18 P301L tau heparin fibrillization, Alexa594 FP, 6 h | Potency, µM (doses to about 57.7 µM), without a hit: at the top dose activity, negative = inhibition, usual class: inhibitors | 280,000 compounds, 0.39% hits; also: nearly all actives have a fitted effect of over 55% in size
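Human tau K18 […] P301L fragment, 15 uM unlabeled plus 0.24 uM Alexa 594-labeled tau (final), with compound and 20 uM heparin in 100 mM sodium acetate pH 7; 6 hr at 37 C, then Alexa 594 FP read.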
JMJD2E inh: inhibitors of human JMJD2E histone demethylase; B2RXH2; JMJD2E catalytic domain, FDH-coupled NADH fluorescence (FDH is formaldehyde dehydrogenase); Potency, µM (doses to about 57.1 µM), for the others: at the top dose activity change, negative = inhibition, actives largely listed as inhibitors; 230,000 compounds, 1.6% hits; AID 2147; active = well fitted inhibition curve with a large enough effect, not every such curve was filed as active; inconclusive = small, poorly fitted or top-dose-only effect, or another doubt; inactive = no such curve, though single readings can be large or run the other way;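 also: 0% = wells with enzyme and -100% = buffer wells without enzyme; nearly all actives have a fitted effect of over 50% in size; many of its hits are not listed in these tables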
Target sequence (B2RXH2 1-337 limits assumed): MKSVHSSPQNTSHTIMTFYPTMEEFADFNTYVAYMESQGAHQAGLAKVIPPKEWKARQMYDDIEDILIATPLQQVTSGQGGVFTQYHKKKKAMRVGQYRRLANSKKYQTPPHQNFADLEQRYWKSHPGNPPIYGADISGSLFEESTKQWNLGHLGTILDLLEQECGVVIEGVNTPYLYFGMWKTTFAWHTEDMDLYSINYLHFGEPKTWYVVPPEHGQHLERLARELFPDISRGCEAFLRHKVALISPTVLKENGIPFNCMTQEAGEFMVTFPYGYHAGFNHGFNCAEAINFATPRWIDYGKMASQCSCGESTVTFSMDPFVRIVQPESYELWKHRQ
L3MBTL1 block: inhibitors of human L3MBTL1 | AlphaScreen L3MBTL1–H3K9me1 peptide binding | Potency, µM (doses to about 57.1 µM), inactives show at the highest dose activity, negative = inhibition, actives largely listed as inhibitors | 230,000 compounds, 0.66% hits | AID 485360; also: nearly all actives have a fitted effect of over 60% in size
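AlphaScreen proximity signal between nickel-chelate acceptor and streptavidin donor beads (final 10 ug/mL) reports binding of 50 nM L3MBTL1 to 75 nM biotin-H3 K9me1 peptide; complex incubated with compounds 30 min at room temperature; cefsulodin titration as control.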
TexasRed fluor: alters Texas Red total fluorescence, flagging assay interference. TRb/SRC2 Texas Red total fluorescence interference. Potency, µM (highest dose often 106 µM), for the others: top-dose fluorescence change, negative = quenching. 280,000 compounds, 0.29% hits; active = well fitted curve in either direction with a large enough effect; inconclusive = small, poorly fitted or top-dose-only effect
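Human TRb ligand-binding domain at 0.6 uM with 20 nM Texas Red SRC2 peptide in Tris buffer containing 1 uM T3 and 5% DMSO, incubated with compound 5 h at ambient temperature. Total fluorescence (555/632 nm) calculated as parallel + 2 × perpendicular.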
RECQ1 helicase: inhibitors of human RECQ1 DNA helicase. P46063. RECQ1 DNA unwinding, red fluorescence kinetic read. Potency, µM (top dose mostly 57.3 µM), without a hit: at the highest dose activity, negative = inhibition, most hits filed as inhibitors. 240,000 compounds, 0.54% hits. AID 2549;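 also: plate controls were vehicle for no effect and no enzyme for full effect; nearly all actives have a fitted effect of over 30% in size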
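50 nM RECQ1T1 preincubated 15 min with compound in Tris pH 8.0 buffer with MgCl2, DTT, Tween-20 and 2.5 ug/ml poly(dI-dC); started with 200 nM TAMRA/BHQ-2 forked duplex and 2 mM ATP. Unwinding read as fluorescence (525/598 nm), two reads 2 h apart.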
Starred values were filed as active, the others as inactive; i = inactive; ? = inconclusive; · = not tested or not shown; [ ] = another dose, or the depositor's remark. Unless noted, calls follow the shape of the dose curve; as a rule, active = well fitted curve in the direction sought with a large enough effect; inconclusive = small, poorly fitted or top-dose-only effect, or another doubt; inactive = no such curve, though single readings can be large; an effect the other way counts as inactive or inconclusive. Unless noted, % is scaled to controls: 0 for no effect and ±100 for the full control effect; potency is read from the fitted curve at half-maximal effect. The list is partial; rates above refer to the full screens.

#1 Cc1nc(-c2ccc3c(c2)OCCCO3)cs1
#2 COc1ccc(CCNC(=O)C2CCN(C(=O)N(C)C)CC2)cc1OC
#3 Cc1c(C(=O)NCc2ccccc2Br)oc2ccc3c(c12)C(=O)CC(C)(C)O3
#4 CCc1c(C(=O)NNC(=S)NC2CCCCC2)csc1C
#5 CCOC(=O)COc1nc2c(c(-c3ccco3)c1C#N)CCc1ccccc1-2
#6 Cc1nnc2sc(-c3csc4c3CCCC4)nn12
#7 Clc1ccc(-c2n[nH]c3c2CCCC3)cc1
#8 COc1cc2[nH]c(=O)n(CCCCCC(=O)NCCCN3CCOCC3)c(=O)c2cc1OC

screen / no.,1,2,3,4,5,6,7,8
GoLoco inh red,8.4%,11.9%,·,7.7%,6.0%,12.9%,5.1%,9.9%
TRb SRC2 PPI,-5.8%,-23.2%,-0.1%,-1.9%,3.2%,-0.6%,-7.3%,-4.0%
Tau fibril ThT,-15.4%,1.7%,?,-6.5%,?,-19.6%,-13.4%,-3.7%
Tau FP inhib,1.6%,11.0%,-3.3%,6.8%,-12.9%,-0.5%,-4.4%,0.8%
JMJD2E inh,-4.6%,2.8%,·,12.9%,?,-5.6%,-5.8%,?
L3MBTL1 block,-7.6%,-4.5%,·,-0.8%,20.8%,4.6%,-12.5%,·
TexasRed fluor,0.1%,-2.8%,-16.7%,-5.7%,1.8%,-0.9%,-3.0%,-2.7%
RECQ1 helicase,-4.6%,1.8%,·,i,-4.5%,-1.4%,i,-1.4%

Arranged by heavy-atom count (rising): part of the list above
#7 Clc1ccc(-c2n[nH]c3c2CCCC3)cc1
#6 Cc1nnc2sc(-c3csc4c3CCCC4)nn12
#4 CCc1c(C(=O)NNC(=S)NC2CCCCC2)csc1C

screen / no.,7,6,4
GoLoco inh red,5.1%,12.9%,7.7%
TRb SRC2 PPI,-7.3%,-0.6%,-1.9%
Tau fibril ThT,-13.4%,-19.6%,-6.5%
Tau FP inhib,-4.4%,-0.5%,6.8%
JMJD2E inh,-5.8%,-5.6%,12.9%
L3MBTL1 block,-12.5%,4.6%,-0.8%
TexasRed fluor,-3.0%,-0.9%,-5.7%
RECQ1 helicase,i,-1.4%,i

Next part
#9 O=c1cc(C(F)(F)F)[nH]c2c(C(F)(F)F)cccc12
#10 Cc1cc(C)c(NC(=O)C(C)(C)C)c(Cl)c1
#11 O=C1CSC(=Nc2ccccc2Cl)N1
#12 Cc1ccc(S(=O)(=O)N2CCOC2C(Cl)(Cl)Cl)cc1 (centres undefined)
#13 CCN(CC)S(=O)(=O)c1ccc(N2CCOCC2)c(NC(=O)c2ccc(OC)c([N+](=O)[O-])c2)c1
#14 COc1ccccc1-c1nnc(SCc2nc3ccccc3[nH]2)n1C
#15 Cc1ccc(C)c(N2CCN(S(=O)(=O)c3ccc4c(c3)n(C)c(=O)c(=O)n4C)CC2)c1
#16 Cc1cccc2cc(/C=C3\N=C(c4ccccc4)OC3=O)c(N3CCOCC3)nc12

screen / no.,9,10,11,12,13,14,15,16
GoLoco inh red,4.7%,1.1%,-6.4%,5.7%,-5.1%,5.6%,·,152.7%[activator]
TRb SRC2 PPI,-2.2%,1.2%,5.4%,-3.3%,6.3%,3.0%,-11.8%,-1.7%
Tau fibril ThT,-4.4%,2.8%,-3.9%,·,-3.4%,-9.5%,-0.2%,-12.8%
Tau FP inhib,8.0%,-3.7%,0.0%,-0.7%,-2.0%,6.6%,-7.4%,-2.4%
JMJD2E inh,?,6.3%,4.2%,11.8%,13.9%,?,·,?
L3MBTL1 block,0.3%,4.6%,-1.0%,·,·,3.7%,·,2.1%
TexasRed fluor,0.0%,-0.3%,0.5%,-1.4%,-1.7%,-3.4%,-1.7%,-1.6%
RECQ1 helicase,-1.1%,i,0.1%,-4.4%,i,-7.5%,·,-10.2%

#17 O=C(O)c1cc2sccc2s1
#18 CCOc1cccc(OCCCCn2cnc3ccccc3c2=O)c1
#19 Cc1cc(C)c(C#N)c(N2CCN(CCOc3ccc(Cl)cc3)CC2)n1
#20 COc1cccc(OCC(=O)Nc2nnc3n2CCS3)c1
#21 O=C(CCn1cnc2ccccc2c1=O)Nc1ccc2c(c1)OCCO2
#22 O=C(C1CCCO1)N1CCN(C(=S)Nc2ccc(Cl)c(Cl)c2)CC1 (centres undefined)
#23 COc1ccc(C2C(=O)N(C3CCCCCC3)CC(=O)N2CCc2ccc(OC)c(OC)c2)cc1 (centres undefined)
#24 CCn1c(C)nc2cc(C(=O)OCCC(F)(F)F)ccc21

screen / no.,17,18,19,20,21,22,23,24
GoLoco inh red,2.2%,15.0%,-5.3%,·,6.7%,-9.4%,·,-5.5%
TRb SRC2 PPI,8.3%,12.9%,0.4%,-2.2%,-5.1%,-1.1%,-1.9%,5.9%
Tau fibril ThT,-0.5%,-17.3%,?,-1.3%,-16.8%,2.9%,12.5%,-6.8%
Tau FP inhib,0.6%,-8.2%,-5.3%,-2.5%,-14.4%,5.4%,5.3%,-1.9%
JMJD2E inh,2.5%,-0.3%,?,·,-3.1%,3.1%,·,1.3%
L3MBTL1 block,6.6%,2.3%,3.4%,·,·,-6.7%,·,11.8%
TexasRed fluor,1.4%,0.9%,-2.3%,-0.9%,-2.2%,-3.1%,-3.0%,0.3%
RECQ1 helicase,-4.5%,29.6%,-0.9%,·,?,-7.1%,·,i

#25 Cc1ccc(NC(=O)CSc2nc3ccccc3c(=O)n2CCCC(=O)N2CCCC2)cc1
#26 CCCCC(=O)N/N=C(\C)CC(=O)Nc1ccccc1Br
#27 Cc1cc(C)c(NC(=O)c2cc(CN3CCOCC3)on2)c(C)c1
#28 Cc1ccc(S(=O)(=O)NNC(=O)CCC(=O)Nc2ccc(C)cc2C)cc1
#29 O=C1Nc2ccccc2Oc2cc([N+](=O)[O-])cc(Oc3ccccc3)c21
#30 Clc1ccccc1/C=C/c1ccnc2ccccc12
#31 O=C(O)c1cccnc1Sc1ccccc1Cl
#32 CC1(c2ccc(O)cc2)NC(=O)N(c2ccccc2)N1 (centres undefined)

screen / no.,25,26,27,28,29,30,31,32
GoLoco inh red,-1.9%,10.0%,·,4.5%,54.0%[activator],4.2%,65.9%[activator],-4.2%
TRb SRC2 PPI,-8.0%,-7.2%,-0.6%,-6.1%,-2.8%,2.9%,3.1%,1.6%
Tau fibril ThT,-10.5%,-10.4%,-7.2%,-12.7%,?,?,-11.8%,-13.1%
Tau FP inhib,9.6%,9.3%,0.0%,-1.6%,9.1%,-7.6%,2.5%,4.6%
JMJD2E inh,6.4%,1.8%,·,2.1%,-7.7%,?,-14.7%,?
L3MBTL1 block,-0.6%,11.6%,·,4.7%,-2.3%,97.0%[activator],7.8%,-10.9%
TexasRed fluor,1.5%,-4.9%,-11.2%,-1.6%,-4.4%,0.0%,-0.7%,-3.1%
RECQ1 helicase,i,-1.6%,·,-8.9%,1.8%,-11.1%,i,-2.8%

#33 Cc1c(Cl)ccc(S(=O)(=O)N2CCN=C2c2ccccc2)c1Cl
#34 COc1cc(SC)ccc1C(=O)NC(C)C
#35 O=C(NC(=O)c1ccc(F)cc1)Nc1nc(-c2cccs2)cc(C(F)(F)F)n1
#36 COc1ccccc1NS(=O)(=O)c1cccc(C(=O)N/N=C/c2ccc(C)o2)c1
#37 OCCNc1nc(-c2ccccc2)c2ccccc2n1
#38 COc1ccccc1NC(=O)N1CCc2[nH]c3ccc(F)cc3c2C1
#39 COc1ccc(-c2nc(-c3ccccc3)c(-c3cc([N+](=O)[O-])ccc3C)[nH]2)cc1OC
#40 C/C(=N/O)c1ccc2c(c1)OCCOCCOc1cc(/C(C)=N/O)ccc1OCCOCCO2

screen / no.,33,34,35,36,37,38,39,40
GoLoco inh red,-5.5%,6.5%,-3.8%,5.6%,6.6%,-4.5%,28.9%,11.0%
TRb SRC2 PPI,-3.9%,-2.7%,2.4%,-3.0%,-12.9%,10.0%,6.0%,2.4%
Tau fibril ThT,-4.2%,-10.7%,-13.1%,?,-2.8%,?,?,?
Tau FP inhib,4.4%,6.9%,-2.2%,-1.3%,-4.7%,12.8%,?,9.8%
JMJD2E inh,10.7%,-6.3%,?,?,?,?,-3.1%,-4.2%
L3MBTL1 block,6.5%,-10.1%,1.3%,·,6.5%,-1.9%,·,2.1%
TexasRed fluor,-0.3%,0.3%,-0.9%,2.5%,0.0%,-0.6%,-1.6%,-1.4%
RECQ1 helicase,4.9%,-4.4%,?,?,-14.1%,6.9%,-20.4%,-10.7%

#41 CC1CCc2ccccc2N1C(N)=Nc1ccccc1 (centres undefined)
#42 COc1ccc(-c2cn3nc4c(nc3n2)CCCC4)cc1
#43 COc1cc([C@H]2c3cc4c(cc3[C@@H](O[C@H]3O[C@H]5CO[C@@H](C)O[C@H]5[C@@H](O)[C@@H]3O)[C@@H]3COC(=O)[C@H]23)OCO4)cc(OC)c1O
#44 COc1ccccc1Oc1ncnc2c1oc1ccccc12
#45 COc1ccccc1CNC(=O)C1CCN(Cc2nc(-c3ccc(OC)c(OC)c3)oc2C)CC1
#46 COCCCNc1nc2c(c(=O)[nH]c(=O)n2C)n1CC(O)COc1cccc(C)c1 (centres undefined)
#47 COc1ccccc1Oc1ccc2c(c1)C(=O)N(c1cccc3ncccc13)C2=O
#48 O=C(Cn1ccc2cc(S(=O)(=O)N3CCCC3)ccc21)NCc1ccccc1Cl

screen / no.,41,42,43,44,45,46,47,48
GoLoco inh red,-2.3%,45.4%[activator],-0.4%[21.6 µM],-9.5%,·,·,8.4%,·
TRb SRC2 PPI,-8.8%,-4.1%,-4.8%,7.2%,-23.7%,-1.4%,1.6%,-12.6%
Tau fibril ThT,-5.6%,-4.0%,·,-7.2%,-12.3%,-11.7%,-14.5%,8.9%
Tau FP inhib,-2.4%,-5.7%,·,-8.6%,-0.8%,0.7%,-8.0%,-7.3%
JMJD2E inh,10.3%,-8.0%,9.9%[25.5 µM],6.8%,·,0.7%,1.0%,·
L3MBTL1 block,·,·,·,·,·,-1.9%,7.1%,·
TexasRed fluor,-1.9%,3.7%,-1.0%,-6.6%,?,-2.3%,-5.6%,-1.1%
RECQ1 helicase,-2.7%,-1.8%,-2.3%[25.9 µM],-0.2%,·,-6.5%,-0.7%,·
